High-throughput results deposited in PubChem by several laboratories.
Wee1 stabilizer: inhibitors of human Wee1 degradation; actives 1.2% (n = 220,000); reporter increase, % at 5 µM; HeLa Luc-Wee1K328M stability, luciferase luminescence; 100% = proteasome inhibitor MG132 effect; AID 1321;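 active = activation above the mean of all tested compounds plus 3 SD, set per screening run, cut at about 8.8% in these data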;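 note: cells exposed to compound for 20 h before luminescence read; 0% = DMSO alone and 100% = MG132 at 30 µM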
hK5 inh: kallikrein 5 (human) inhibition; Q9Y337; recombinant hK5, fluorogenic AMC substrate cleavage; AID 873; actives 0.59% (n = 210,000); inhibition, % at 5 µM;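 active = inhibition of 40% or more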;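 note: 0% = enzyme controls without compound and 100% = no-enzyme blanks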
Thrombin inh: blocks human thrombin protease activity. alpha-thrombin, Boc-VPR-AMC fluorogenic substrate cleavage. inhibition, % at 5 µM. actives 0.26% (n = 220,000);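 active = inhibition at or above 40%; inactive = inhibition below 40%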;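 note: 0% = enzyme with no compound and 100% = wells without enzyme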
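System: human alpha-thrombin protein; Compound dosing: one concentration per compound, 5 µM, with 0.2% DMSO; Timing: reaction at room temperature; Technique: AMC fluorescence, 355/460 nm; Controls: enzyme without compound as high, wells lacking enzyme as low.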
Runt-SMMHC FRET: Runt domain-CBFb-SMMHC interaction inhibition; Q01196+Q13951; Cerulean-Runt/Venus-CBFb-SMMHC FRET ratio 530/480, 1 h; inhibition, % at 20 µM; actives 0.74% (n = 220,000); AID 1434;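 active = mean inhibition across duplicate retests at 20 µM reaching about 50%, limit read from the data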;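 note: 0% = DMSO wells and 100% = wells with excess untagged CBFb-SMMHC; inhibitors lower the FRET ratio by blocking Runt binding to CBFb-SMMHC; some results filed as inactive read as strong as hits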
Target sequence (Q01196 whole entry, looked up, the tested form may be a part): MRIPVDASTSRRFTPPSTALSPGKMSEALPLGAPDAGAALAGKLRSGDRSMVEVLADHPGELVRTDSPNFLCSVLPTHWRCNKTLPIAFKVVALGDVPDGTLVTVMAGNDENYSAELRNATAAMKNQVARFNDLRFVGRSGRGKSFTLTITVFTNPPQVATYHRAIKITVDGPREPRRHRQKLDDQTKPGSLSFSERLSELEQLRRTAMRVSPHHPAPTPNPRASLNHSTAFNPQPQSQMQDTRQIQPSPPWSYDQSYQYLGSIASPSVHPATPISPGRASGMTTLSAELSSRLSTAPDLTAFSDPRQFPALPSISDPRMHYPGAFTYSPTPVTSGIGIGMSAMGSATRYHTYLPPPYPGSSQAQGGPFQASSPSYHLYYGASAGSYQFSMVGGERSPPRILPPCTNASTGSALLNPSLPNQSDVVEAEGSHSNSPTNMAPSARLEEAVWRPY
Target sequence (Q13951 whole entry, looked up, the tested form may be a part): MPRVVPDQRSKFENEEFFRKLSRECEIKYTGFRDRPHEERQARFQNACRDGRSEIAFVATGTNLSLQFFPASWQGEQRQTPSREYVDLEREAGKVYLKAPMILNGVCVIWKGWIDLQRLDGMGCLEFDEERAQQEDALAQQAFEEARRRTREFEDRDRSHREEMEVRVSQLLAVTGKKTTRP
FXIa inh: factor XIa (human) inhibition. purified FXIa, Boc-Glu-Ala-Arg-AMC fluorogenic substrate. inhibition, % at 5 µM. actives 0.14% (n = 220,000);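 active = inhibition of at least 40%; inactive = inhibition below 40%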;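 note: fluorescence of freed AMC excited at 355 nm; 0% = enzyme without compound and 100% = no enzyme blank; many of its hits are not listed in these tables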
14-3-3 Bad PPI: disrupts binding of bovine 14-3-3 zeta to phospho-Bad peptide. P63103. TR-FRET 14-3-3zeta/Dy647-pBad peptide displacement, 1 h. inhibition, % at 21.7 µM. actives 0.71% (n = 220,000). AID 781;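 active = inhibition above about 70%, limit read from the data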;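 note: 0% = full 14-3-3 plus peptide FRET controls and 100% = background without 14-3-3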
Target sequence (P63103 whole entry, looked up): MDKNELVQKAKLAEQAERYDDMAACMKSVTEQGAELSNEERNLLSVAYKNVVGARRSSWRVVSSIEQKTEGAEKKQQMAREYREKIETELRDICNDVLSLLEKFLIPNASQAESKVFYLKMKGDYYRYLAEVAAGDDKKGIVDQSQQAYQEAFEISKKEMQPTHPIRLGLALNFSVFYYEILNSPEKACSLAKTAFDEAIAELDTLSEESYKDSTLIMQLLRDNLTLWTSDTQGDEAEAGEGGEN
FXIIa inh 1536: inhibitors of human coagulation factor XIIa. P00748. purified FXIIa, Boc-QGR-AMC fluorogenic substrate, 2 h. inhibition, % at 5 µM. actives 0.3% (n = 220,000). AID 800; in the data active = inhibition above about 40%;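 note: 0% = enzyme with no compound and 100% = blank without enzyme; many of its hits are not listed in these tables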
Runt-CBFb FRET: blocks binding of human RUNX1 Runt domain to CBFb | Q01196+Q13951 | Cerulean-Runt/Venus-CBFb FRET ratio 530/480, 1 h | inhibition, % at 20 µM | actives 0.46% (n = 220,000) | AID 1496;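 active = inhibition over about 50% at 20 µM in the single-dose screen, limit read from the data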;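 note: 0% = DMSO wells and 100% = excess unlabeled CBFb competitor control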
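Measured by: fluorescence energy transfer, 422 nm excitation, 530/480 nm emission; test system: Cerulean-tagged RUNX1 Runt domain (FRET donor) fusion protein; buffer or medium: Tris pH 7.5 buffer with BSA; compound: one dose, 20 µM compound, 1% DMSO; times: two 1 h room-temperature incubations shielded from light; benchmarks: unlabeled CBFb 5 µM, positive control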
Hck Nef HTS: blocks Nef-activated human Hck kinase. inhibition, % at 20 µM. Recombinant Hck-YEEI plus Nef, Z-Lyte FRET kinase assay. actives 0.68% (n = 220,000);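 active = Hck-Nef kinase inhibition above about 50%, limit read from the data; inactive = inhibition below that limit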;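 note: 0% = DMSO with Hck plus Nef and 100% = Hck alone without Nef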
An asterisk follows results filed as active; · = not tested or not shown; [ ] = another dose, or the depositor's remark.

SMILES	Wee1 stabilizer	hK5 inh	Thrombin inh	Runt-SMMHC FRET	FXIa inh	14-3-3 Bad PPI	FXIIa inh 1536	Runt-CBFb FRET	Hck Nef HTS
Cn1c(=O)c(=O)n(C)c2cc(S(=O)(=O)NCCN3CCN(c4ccccc4F)CC3)ccc21	4	0	-4	0	-2	1	7	-1	24
O=C(CSc1nc2nc(-c3cccs3)cc(C(F)(F)F)c2c(=O)[nH]1)Nc1c(F)c(F)c(F)c(F)c1F	-1	16	-3	5	-1	1	4	4	30
CC(/C=N/NC(=S)Nc1cccc(S(=O)(=O)N(C)C)c1)c1ccccc1 (centres undefined)	1	-8	-3	6	10	-5	13	6	5
CCOC(=O)C1(CCOc2ccccc2)CCN(Cc2ccc3c(c2)OCCO3)CC1	1	·	1	0	6	-15	10	1	-18
NC(=O)Cn1c(=O)n(-c2ccccc2)c(=O)c2oc3ccccc3c21	1	0	-11	-2	-3	-17	5	2	19
Oc1ccc(CNC2CCCCC2)cc1	3	0	-2	-1	-13	-1	14	0	1
C/C(CC(=O)Nc1cccnc1)=N/NC(=O)COc1ccc(Cl)cc1Br	1	-1	-13	0	-1	2	1	0	16
COc1ccc(Cl)cc1NC(=O)C(C)N1CCc2ccccc21 (centres undefined)	1	6	24	-1	11	-9	13	-4	16
Cc1ccc(C(=O)CC2(O)C(=O)N(C)c3ccc(Br)cc32)c(C)c1 (centres undefined)	-1	-26	-4	-5	0	-2[fluorescence artefact?]	6	0	19
O=C(Nc1ccncc1)c1cc(-c2ccccn2)nc2ccc(Br)cc12	0	-20	2	0	-5	45	-4	2	81*
COc1ccc(Cc2nnc(SCC(=O)NC(C)c3ccccc3)o2)cc1 (centres undefined)	1	-1	-4	1	1	4	1	-3	4
Cc1nc(C(F)(F)F)nc(Nc2ccc(N=Nc3ccccc3)cc2)c1C#N	-1	-8	-3	2	6	1	11	-2	2
CCCCC(CCC(=O)Nc1ccccc1C(=O)OCC)C(=O)O (centres undefined)	3	-17	6	0	-13	-3	0	0	0
CN(c1ccccc1C(=O)NC1CCCCC1)S(=O)(=O)c1ccccc1	0	-5	2	1	-3	-12	8	0	20
Nc1nc(C23CC4CC(CC(C4)C2)C3)cs1	0	2	2	5	6	22[fluorescence artefact?]	20	0	1
Cc1ccc(S(=O)(=O)N(CC(=O)N2CCCC2)C2CCCCC2)cc1	0	-2	3	4	15	4	24	0	-1
Cc1ccc(CN(C(=O)c2csnn2)C(C(=O)NC2CCCC2)c2ccc(C)o2)cc1 (centres undefined)	1	-5	2	-3	9	-3	16	-3	1
S=c1[nH]c(-c2ccccc2)cn1/N=C/c1ccccc1Br	-1	-3	-11	7	-6	-2	4	10	15
COc1ccc(NC(=O)C2CCCN(S(=O)(=O)c3ccc4c(c3)oc(=O)n4C)C2)c(OC)c1 (centres undefined)	0	-6	0	2	2	-2	12	2	5
CCCCN(CC)C(=O)/C=C/c1cccc([N+](=O)[O-])c1	0	-9	4	0	6	-10[fluorescence artefact?]	15	0	-1
Clc1ccc(N2COC3c4cccc5cccc(c45)C32)cc1 (centres undefined)	2	5	1	5	10	9	20	1	7
O=C(CSc1nc(-c2ccccc2)c(-c2ccccc2)o1)N1CCOCC1	-2	-5	3	-3	4	13	20	-6	-1
CCOC(=O)Cc1csc(NC(=O)c2ccncc2)n1	1	-11	1	-3	-1	6	18	-3	-1
O=C(NCCCn1ccnc1)c1ccco1	-3	40	29	-2	10	-5	26	-1	1
Cc1cc2ccccn2c1C(=O)c1nc(NCc2ccccc2)ncc1Cl	-3	0	-8	-6	-2	-10	4	-2	15
Cc1ccnn1CC(=O)N/N=C/c1ccc([N+](=O)[O-])s1	-1	4	2	-2	4	-3	15	10	5
COc1cc2c(C(=O)Nc3ccc4c(c3)OCO4)cn(CC(C)C)c(=O)c2cc1OC	-3	-9	0	1	2	·	11	-14	8
COC(=O)C(Cc1cnc(Cl)s1)(C(=O)OC)c1ccc([N+](=O)[O-])cc1	2	-16	7	-8	-6	-6	12	1	-19
CCOc1ccc(N2CC(C(=O)NC3=NCCS3)CC2=O)cc1 (centres undefined)	0	3	-8	3	1	-9	8	1	16
Cc1ccc2nc(-c3ccc(O)cc3)c(Nc3ccc4c(c3)OCCO4)n2c1	1	-289	-8	2	-7	-3	-11	7	4
CCC(C)NC(=O)CN(C1CCCCC1)S(C)(=O)=O (centres undefined)	2	2	-1	5	-4	-3	4	-8	9
COC(=O)CNC(=O)CN1C(=O)N(c2cccc(Cl)c2)C(N(O)C(=O)Nc2cccc(Cl)c2)C1(C)C (centres undefined)	-4	-3	3	1	1	-4	5	1	-1
Cc1nc2ccc(-c3nc4ccccc4[nH]3)cc2[nH]1	-2	-6	-17	-2	-4	3	1	0	26
CCN(CC)c1ccc(/C=N/NC(=O)CNC(=O)c2ccccn2)cc1	1	-11	-3	-5	-7	-4	2	·	-8
COc1ccc(CN2C3CCCC2CC(NC(=O)Nc2ccccc2C)C3)cc1 (centres undefined)	-3	-11	0	1	2	7[fluorescence artefact?]	13	2	1
COc1cc(Br)cc(C=Nc2cccc(C(F)(F)F)c2)c1O	-1	-17	0	-82	2	-9	10	-33	9

Entries of single compounds, quoted from the list.
COc1ccc(CN2C3CCCC2CC(NC(=O)Nc2ccccc2C)C3)cc1 (centres undefined) across the screens: Wee1 stabilizer = -3; hK5 inh = -11; Thrombin inh = 0; Runt-SMMHC FRET = 1; FXIa inh = 2; 14-3-3 Bad PPI = 7[fluorescence artefact?]; FXIIa inh 1536 = 13; Runt-CBFb FRET = 2; Hck Nef HTS = 1
Cc1cc2ccccn2c1C(=O)c1nc(NCc2ccccc2)ncc1Cl across the screens: Wee1 stabilizer = -3; hK5 inh = 0; Thrombin inh = -8; Runt-SMMHC FRET = -6; FXIa inh = -2; 14-3-3 Bad PPI = -10; FXIIa inh 1536 = 4; Runt-CBFb FRET = -2; Hck Nef HTS = 15
COc1cc(Br)cc(C=Nc2cccc(C(F)(F)F)c2)c1O across the screens: Wee1 stabilizer = -1; hK5 inh = -17; Thrombin inh = 0; Runt-SMMHC FRET = -82; FXIa inh = 2; 14-3-3 Bad PPI = -9; FXIIa inh 1536 = 10; Runt-CBFb FRET = -33; Hck Nef HTS = 9

Three compounds from above, arranged by the number in Wee1 stabilizer, low to high.
SMILES	Wee1 stabilizer	hK5 inh	Thrombin inh	Runt-SMMHC FRET	FXIa inh	14-3-3 Bad PPI	FXIIa inh 1536	Runt-CBFb FRET	Hck Nef HTS
O=C(CSc1nc2nc(-c3cccs3)cc(C(F)(F)F)c2c(=O)[nH]1)Nc1c(F)c(F)c(F)c(F)c1F	-1	16	-3	5	-1	1	4	4	30
Cc1ccc2nc(-c3ccc(O)cc3)c(Nc3ccc4c(c3)OCCO4)n2c1	1	-289	-8	2	-7	-3	-11	7	4
Clc1ccc(N2COC3c4cccc5cccc(c45)C32)cc1 (centres undefined)	2	5	1	5	10	9	20	1	7

(more compounds)
SMILES	Wee1 stabilizer	hK5 inh	Thrombin inh	Runt-SMMHC FRET	FXIa inh	14-3-3 Bad PPI	FXIIa inh 1536	Runt-CBFb FRET	Hck Nef HTS
Cc1nn(CC(=O)c2ccccc2Cl)c(C)c1[N+](=O)[O-]	8	13	-2	-3	9	-13	9	0	34
Cc1ccc(C(=O)OCC(=O)NCc2cccs2)cc1	2	-7	-12	4	-4	-1	2	0	2
O=C(c1cc([N+](=O)[O-])ccc1N1CCOCC1)N1CCCC1	0	-4	1	0	8	-11	12	-1	-30
Cc1cccc(NC2=NCC(=O)N2Cc2ccccc2)c1	-1	5	-3	-3	2	30	8	0	0
COCCC(=O)N1CCCC(C(=O)c2ccc3c4c(cccc24)CC3)C1 (centres undefined)	3	0	-9	-4	4	8	8	1	16
CCc1[nH]nc2c1C1(CCN(C(=O)c3ccccc3)CC1)C(C#N)=C(N)O2	1	15	-2	-1	-3	5	-4	2	3
CCOc1ccc2nc(SCc3ccc(CC(=O)O)cc3)c(C#N)cc2c1	1	0	-17	·	-3	-8	4	·	24
COc1cc(OC)nc(NC(=O)CS(=O)(=O)c2ccccc2)n1	0	2	-6	-3	-3	-6	5	-2	6
CCCCCOC(=O)CSc1nc2c(c(=O)[nH]c(=O)n2C)n1CCc1ccccc1	9.9*	15	-2	0	-7	4	3	4	16
CCOC(=O)N1CCC(N(CCN(C)C)C(=S)Nc2cccc(Cl)c2C)CC1	1	-4	-1	0	-3	-6[fluorescence artefact?]	6	2	1
Fc1ccc(-c2csc3nnc(SCc4cccnc4)n23)cc1	-1	-1	4	2	3	-3	10	-1	-1
O=C(NCc1ccccc1)C1C(=O)N(Cc2ccccc2)C(=O)C1C1(O)CCCC1 (centres undefined)	0	-2	-2	3	-17	-4	3	-2	1
CC#CCN1c2ccccc2[C@]23C[C@@H](C(=O)OC)N=C2NC(C(=O)OC)=C(C(=O)OC)[C@H]13	·	3	-4	1	1	-6	6	2	8
CC(C)OC(=O)c1cccc(C(=O)Nc2cccc(NC(=O)c3cccc(C(=O)OC(C)C)n3)n2)n1	-1	-9	2	-5	-3	0	7	0	22
CSc1nc2ccccc2nc1N(C)S(=O)(=O)c1ccc(C)cc1	0	3	2	-2	3	-4	9	3	3
O=C(O)C1C2CCC(C2)C1C(=O)NCCCn1ccnc1 (centres undefined)	·	7	6	-3	6	-1	11	1	·
O=C(Nc1cccnc1)c1cc(-c2ccc3c(c2)OCO3)on1	0	-4	-5	4	-1	-2	6	-1	-2
CNC(=O)CSc1nnc(-c2ccc(S(=O)(=O)N3CCCC3)cc2)n1-c1cccc(C)c1C	-2	4	-4	-1	0	10	-3	0	0
CCc1cccc(NC(=O)CS(=O)Cc2nc(-c3ccc(C)cc3)oc2C)c1 (centres undefined)	1	-7	-1	0	-5	-8	2	-3	-1
COC(C(=O)Nc1ccc(S(=O)(=O)N2CCCCC2)cc1)c1ccccc1 (centres undefined)	0	16	2	2	9	-2	15	-3	2
Cn1c(=O)n(C)c2cc([N+](=O)[O-])c(N3CCN(C(=O)c4ccccc4Br)CC3)cc21	-3	-16	1	3	-5	3	1	1	-5
CN(CC(=O)Nc1ccc(Cl)c(Cl)c1)C(=O)C12CC3CC(CC(C3)C1)C2	-4	-9	-8	-80	-2	-1	0	0	-2
O=C(CSc1nnc(-c2ccccn2)n1Cc1ccccc1)N1CCCC1	-1	-7	3	-4	5	9	9	-1	1
CC1=C(C(=O)Nc2ccccn2)C(c2ccc(F)cc2)n2ncnc2N1 (centres undefined)	0	25	1	-4	0	-20	16	0	-1
CSc1cccc(CN2CCN(Cc3ccccc3)C(CCO)C2)c1 (centres undefined)	-1	-2	-13	-4	-3	-4	2	1	22
COc1ccc(-c2nc(N=Nc3ccc(O)cc3)n[nH]2)cc1	5	12	-4	-6	-4	-4[fluorescence artefact?]	15	-4	3
CC(C)(C)OC(=O)CN1C(=O)C(Sc2n[nH]c(-c3ccccc3)n2)CCc2ccccc21 (centres undefined)	-1	-16	-2	1	-7	46	-4	0	-1
COCCn1nnnc1C(c1ccccc1Cl)N1CCN(c2ccccc2OC)CC1 (centres undefined)	-2	6	-2	0	2	6	13	-2	1
CCN(CC)S(=O)(=O)c1ccc(N/N=C(\C)c2ccc(OC)cc2O)nc1	1	0	1	1	2	-12	8	0	16
O=C1c2cc(Cl)ccc2OC2(CCNCC2)C12CC(c1ccc(Cl)cc1)=NO2 (centres undefined)	·	-2	-5	-5	-4	8	0	5	14
